Screening data as filed in PubChem BioAssay.
SR-BI DiI inh: inhibitors of SR-BI mediated HDL lipid uptake, primary screen, ldlA[mSR-BI] cells, fluorescence, single point. Scavenger receptor class B member 1 (Mus musculus), Q61009. ldlA[mSR-BI] CHO cells, DiI-HDL uptake fluorescence, 3 h. inhibition, % at 12.5 µM. hit rate 0.96% among 320,000. AID 488896, 2010;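 active = mean replicate inhibition of at least 70% and a set share of replicates each scoring 70 or more; inconclusive = meets just one of the two criteria; inactive = fails both criteria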;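 note: 0% = median of neutral control wells and 100% = median of positive control wells; values of inactives mirror those of a sister screen read the other way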
Target sequence (Q61009 whole entry, looked up): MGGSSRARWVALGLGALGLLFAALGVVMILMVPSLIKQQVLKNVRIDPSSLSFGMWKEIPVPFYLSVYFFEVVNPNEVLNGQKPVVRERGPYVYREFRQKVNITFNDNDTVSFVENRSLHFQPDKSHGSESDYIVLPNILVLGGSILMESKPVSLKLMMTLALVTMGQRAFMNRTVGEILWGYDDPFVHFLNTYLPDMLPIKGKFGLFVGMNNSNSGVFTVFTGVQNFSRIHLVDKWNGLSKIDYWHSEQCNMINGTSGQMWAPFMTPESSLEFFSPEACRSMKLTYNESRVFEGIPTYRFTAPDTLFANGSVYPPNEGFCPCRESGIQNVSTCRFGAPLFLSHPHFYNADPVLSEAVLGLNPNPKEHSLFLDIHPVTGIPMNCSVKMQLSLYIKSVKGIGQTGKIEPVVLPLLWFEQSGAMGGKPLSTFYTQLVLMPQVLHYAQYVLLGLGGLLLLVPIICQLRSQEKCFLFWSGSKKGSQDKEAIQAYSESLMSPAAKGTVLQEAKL
SR-BI uptake up: activators of SR-BI mediated DiI-HDL uptake, primary screen, ldlA[mSR-BI] CHO cells, DiI fluorescence. 3 h; 100 = double the neutral-control signal. activation, % at 12.5 µM. hit rate 0.096% among 320,000. AID 504775, 2011;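 active = mean replicate activation of at least 60% and every replicate at or above 60%; inconclusive = mean or all-replicate condition met, but not both; inactive = mean below 60% and not all replicates reaching 60%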;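 note: 0% = median plate neutral-control signal and 100% = twice that signal; values of inactives mirror those of a sister screen read the other way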
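Test system: SR-BI-overexpressing, LDLR-lacking CHO cells; Medium: Ham's F12 with 0.5% BSA, HEPES 25 mM, pH 7.4; Schedule: 3 h, 37 °C; Technique: bottom-read fluorescence, 550/595 nm.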
Rtt109 HAT inh: inhibitors of C. albicans Rtt109/Vps75 HAT, primary screen, biochemical, ThioGlo CoA-SH fluorescence, plate reader. Histone acetyltransferase RTT109 (Candida albicans (strain SC5314 / ATCC MYA-2876)), …. purified Rtt109/Vps75, 4 h. inhibition, % at 34.9 µM. hit rate 0.16% among 330,000. AID 540336, 2011;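 active = inhibition of at least 50% in every replicate; inconclusive = best replicate reaches 50% inhibition but some replicates fall short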
Wnt bcat act: Wnt/beta-catenin pathway activators, primary screen, cell-based, plate reader, single point | Wnt/beta-catenin reporter cell assay, activator | activation, % at 9.35 µM | hit rate 1.2% among 300,000 | AID 743398, 2014; in the data active = activation above about 30%, passing the limit was not always enough; inconclusive = no clear call, values can overlap the other calls;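 note: 0% = neutral control wells and 100% = positive control wells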
RTF Ca sens act: cardiac RTF calcium sensitivity activators, primary screen, biochemical, IANBD-TnC fluorescence, EC20 calcium; hit rate 0.24% among 340,000; Troponin I, cardiac muscle (Homo sapiens) + Troponin T, cardiac muscle (Homo sapiens) + …; activation, % at 7.2 µM; AID 493008, 2010; IANBD-labeled TnC RTF fluorescence at EC20 calcium; 0% EC20 calcium, 100% full calcium;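 active = activation above the mean over all tested compounds plus 3 SD, cut at about 30% in these data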;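 note: rise in fluorescence read as greater calcium sensitivity of cardiac thin filaments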
MITF TRPM1 HTS: activators of MITF-driven TRPM1 promoter reporter, primary screen, cell-based, SK-MEL-5, luciferase, single point. activation, % at 12.5 µM. SK-MEL-5 TRPM1-promoter luciferase, 24 h; % of positive control, neutral wells = 0. hit rate 0.75% among 300,000;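 active = mean activation of at least 80% with every replicate also reaching 80%; inconclusive = mean reaches 80% but some replicate falls short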;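 note: 0% = neutral control wells and 100% = parthenolide positive control wells; values of inactives mirror those of a sister screen read the other way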
CDK5 inh: inhibitors of human CDK5/p35 kinase, primary screen, biochemical, single concentration. Recombinant CDK5/p35, ADP-Glo luminescence, 60 min. inhibition, % at 10 µM. hit rate 0.01% among 330,000. AID 488839, 2010;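 active = highest replicate inhibition of at least 50% and at least 75% of replicates reaching 50%; inconclusive = only one of the two criteria met; inactive = both criteria failed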;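 note: plate controls were DMSO neutral control for no effect and GW8510 at 10 µM for full effect; many of its hits are not listed in these tables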
PvdQ acylase: P. aeruginosa PvdQ acylase inhibitors, primary screen, biochemical, fluorescence, plate reader and imaging, single point; PvdQ acylase [Pseudomonas aeruginosa LESB58]; inhibition, % at 10 µM; purified PvdQ acylase; AID 488965, 2010; hit rate 0.063% among 340,000; in the data active = inhibition above about 30%, passing the limit was not always enough; inconclusive = no clear call, values can overlap the other calls;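 note: 0% = vehicle neutral wells and 100% = reference inhibitor wells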
dFosB activator: activators of delta FosB homodimer, primary screen, biochemical, fluorescence polarization, TAMRA-CDK5 oligo, single point | activation, % at 25 µM | purified delta FosB; percent of positive-control signal above neutral wells | hit rate 0.99% among 340,000;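 active = mean activation above about 17%, with every replicate also reaching it, limit read from the data, passing the limit was not always enough; inconclusive = only one of the two conditions met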;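 note: fluorescence polarization rise as delta FosB binds a TAMRA Cdk5 AP-1 oligo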
HTR5A ag: HTR5A agonists in luminescence cell assay, primary screen, counter-screen for OPRM1-OPRD1 heterodimer agonist project, full-deck HTS; cell-based; 5-hydroxytryptamine receptor 5A (Homo sapiens), P47898; hit rate 0.61% among 340,000; activation, % at 9.3 µM; in the data active = activation mostly above about 9.5%, no sharp cut-off; inactive = mostly below about 7.6%;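 note: 0% = cells with vehicle only and 100% = reference agonist; strong numbers were not always called active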
Target sequence (P47898 whole entry, looked up): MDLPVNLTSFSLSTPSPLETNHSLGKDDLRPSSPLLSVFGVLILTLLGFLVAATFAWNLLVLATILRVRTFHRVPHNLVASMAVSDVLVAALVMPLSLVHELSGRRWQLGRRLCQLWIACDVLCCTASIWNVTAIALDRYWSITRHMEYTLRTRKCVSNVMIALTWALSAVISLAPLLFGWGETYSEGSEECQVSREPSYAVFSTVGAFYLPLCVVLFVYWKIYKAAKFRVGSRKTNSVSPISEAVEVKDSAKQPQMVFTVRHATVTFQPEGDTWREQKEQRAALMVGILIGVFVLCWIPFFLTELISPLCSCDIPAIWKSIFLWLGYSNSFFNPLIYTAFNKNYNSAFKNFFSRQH
An asterisk follows results filed as active; ? = inconclusive; nt = no result given. Random draw from the library, and some 4.4% of all compounds hit somewhere here.

SMILES	SR-BI DiI inh	SR-BI uptake up	Rtt109 HAT inh	Wnt bcat act	RTF Ca sens act	MITF TRPM1 HTS	CDK5 inh	PvdQ acylase	dFosB activator	HTR5A ag
CC(NC(=O)/C(C#N)=C1\N=C(NC(=O)c2cccs2)c2ccccc21)c1ccccc1 (configuration not stated)	-55	55	-18	-8	4	-2	-0.8	-5	-3	4
COc1ccc(-c2nc(CCNC(=O)c3ccco3)cs2)cc1OC	21	-21	-3	-2	-1	-11	0.2	-7	1	4
CC(=NCCCn1ccnc1)C1=C(O)c2ccccc2C1=O	-61	61*	0	0	3	14	-3.2	-12	-21	0
Cc1ccccc1OCc1nnc(SCCN2CCCC2)n1-c1ccccc1	nt	nt	2	-1	1	19	-0.5	-12	-12	3
COC(=O)CSc1nnc(COc2ccc([N+](=O)[O-])cc2)n1C	0	0	4	0	0	-3	1.0	-10	-1	3
O=C(NC1(C(F)(F)F)NC(=O)N(C2CCCCC2)C1=O)c1ccco1 (configuration not stated)	1	-1	6	-1	5	11	0.9	4	1	2
C/C(=N\Nc1nc(N)cc(Cl)n1)c1ccc(F)cc1	4	-4	3	-1	3	33	-3.9	4	-3	5
COc1cccc(-c2cc(C(F)(F)F)c(C#N)c(=O)[nH]2)c1	4	-4	-2	-1	-2	0	-0.6	-17	-2	0
O=[N+]([O-])c1ccc2nc(-c3ccncc3)[nH]c2c1	-9	9	-6	-3	4	40	12	-6	1	1
CCOc1ccc(Oc2ccc(C(F)(F)F)cc2N)cc1	47	-47	-13	nt	-2	40	0.4	-3	4	-2
Cc1ccc(C2CC(c3cccs3)=NN2C(=O)CSC2=NN3CCCC(=O)N=C3S2)cc1 (configuration not stated)	-9	9	4	-2	3	-4	0.5	-14	-15	2
O=c1nc2n(c3ncccc13)CCC2	-23	23	-5	-2	3	-5	0.5	-9	-7	-3
CCN(CC)CCCN(C(=O)c1ccco1)c1nc(-c2ccc(Cl)cc2)cs1	-12	12	3	2	6	4	-0.4	-20	-10	7
CCCN(CC(=O)Nc1ccccc1C)C(=O)CC(NC(=O)c1ccccc1)c1ccccc1 (configuration not stated)	-15	15	6	-3	1	7	-2.5	-9	-5	0
COc1ccc(NC(=S)NNc2ccc([N+](=O)[O-])cc2S(=O)(=O)Nc2ccc(C)cc2C)cc1	77*	-77	4	8	1	-3	0.4	-3	-9	-4
Cc1cc(C)c2[nH]c3nc(SCC(=O)O)nnc3c2c1	-1	1	-3	2	5	-1	0.6	-10	-16	-4
COc1ccc(CCC(=O)N2CCN(S(=O)(=O)c3cccc(Cl)c3)CC2)cc1	-1	1	7	-2	-5	10	-0.2	18	-6	2
Cc1onc(-c2ccccc2Cl)c1C(=O)NCC1CCCO1 (configuration not stated)	-4	4	0	nt	-2	-6	1.3	5	1	-1
CCOC(=O)c1sc(NC(=O)CCN2CCC(C)CC2)c(C(=O)OCC)c1C	11	-11	1	-1	-2	6	0.1	16	-5	-2
O=C(NCC(=O)N1CCN(S(=O)(=O)c2ccc3c(c2)OCCO3)CC1)c1ccccc1Cl	-10	10	4	-3	-2	-1	-1.0	-2	-7	-6
O=C(NC(=S)Nc1ccc(Cl)c(C(=O)O)c1)c1ccco1	2	-2	-3	-2	-5	-13	0.5	-13	0	-4
Nc1ncnc2c1ncn2[C@@H]1O[C@H](CNS(=O)(=O)c2ccc3c(c2)CCN(C(=O)C(F)(F)F)C3)[C@@H](O)[C@H]1O	-3	3	0	-2	-4	0	1.2	-3	0	-1
COc1ccc(-n2c(SCC(=O)N3CCCCC3)nc(O)cc2=O)cc1	-25	25	6	0	2	8	2.0	-16	-7	0
O=C(c1ccc(Cl)c([N+](=O)[O-])c1)N1CCN(c2ccccc2)CC1	-21	21	1	0	-4	-8	0.4	-4	3	8
O=C(Nc1nccs1)c1ccc(Cl)cc1[N+](=O)[O-]	2	-2	-3	-2	-1	-3	2.8	5	0	0
CCCCN1CC[C@H]2C=CC[C@@H](C(=O)Nc3nccs3)[C@H]2C1=O	-11	11	6	-1	-1	2	1.0	-12	8	5
Cc1nc(SCC(=O)NCC2CCCO2)c2oc3ccccc3c2n1 (configuration not stated)	19	-19	-5	-4	3	0	-3.3	-4	-23	2
CN1CCN(C(=O)c2cccc(S(=O)(=O)N3CCCC3)c2)CC1	-13	13	-4	2	-2	4	-0.5	-10	-2	10
COc1ccc(CN2CCN(C(=O)c3ccc(S(=O)(=O)N4CCCCCC4)cc3)CC2)cc1F	49	-49	7	-3	-3	-25	-1.4	-12	-6	3
CCOc1ccc(OCC)c(NC(=O)CCCN2C(=O)c3cccnc3C2=O)c1	-25	25	-3	nt	6	2	1.0	-15	-12	3
O=C(O)c1ccc(CN(Cc2ccccc2)S(=O)(=O)c2ccc(Cl)cc2)cc1	nt	nt	1	2	0	-6	1.6	-6	0	-8
COC(=O)C1CC2=C(CC(C)(C)CC2=O)N(c2ccccc2)C1=O (configuration not stated)	-15	15	-1	-2	-8	4	4.2	5	5	-6
O=C(c1ccccc1F)N1CCCC(C(=O)N2CCc3ccccc3C2)C1 (configuration not stated)	-89	?	4	2	6	nt	0.0	-10	0	-2
CCN(CC(=O)NC(C)(C)C)C(=O)CN1c2cccc3cccc(c23)S1(=O)=O	-5	5	2	0	0	-11	-0.3	-5	1	-1
CCOC(=O)Nc1ccc2c(CN(C)Cc3ccc(F)cc3)cc(=O)oc2c1	-14	14	-5	-4	2	-3	2.6	-12	-2	-2
O=C(COC(=O)CCNS(=O)(=O)c1cccc(C(F)(F)F)c1)NC(=O)NC1CCCCC1	-8	8	25	10	0	-7	-0.9	0	-12	-1
CCOC(=O)c1cnn(-c2ccccc2)c1-n1cccc1C(=O)C(=O)Nc1ccc(F)cc1	9	-9	7	nt	0	1	1.8	-5	-7	-1
O=C(Cc1ccccc1)NCCSCc1ccc(Cl)cc1	-6	6	-2	nt	-2	9	0.3	-17	0	4
COc1ccc(-c2nnn(CC(=O)N(CCCN3CCOCC3)C(C(=O)NC3CCCC3)c3ccco3)n2)cc1 (configuration not stated)	3	-3	-3	-5	-2	12	-0.5	-4	-4	5
CCOc1ccc(C(=O)NCCc2cnc[nH]2)cc1OCC	-12	12	0	-1	-3	-1	1.2	-16	0	3
COC(=O)c1ccc(C(=O)N=c2sccn2C)cc1	-2	2	-6	-2	0	83*	2.2	-8	-25	-2
O=C(NCc1ccco1)c1nn2cccnc2c1Cl	-3	3	9	12	-2	-3	-1.7	-10	-1	6
CC1=NN(c2ccccc2)C(=O)/C1=C/c1cccs1	-24	24	2	2	6	-20	-3.2	-29	-4	2
CC(C)[C@H](NC(=O)c1ccc(Br)cc1)C(=O)NC1CCCCC1	-8	8	3	7	-1	31	0.5	-8	4	5
COc1ccc(C)cc1N=Nc1ccc(O)c2ncccc12	31	-31	5	-6	-5	-69	-1.4	-23	1	3
O=C(CSc1nnc(NC(=O)c2cccc(F)c2)s1)NCc1ccco1	-11	11	-3	11	0	-14	-0.1	-22	6	2
CCN(CC)C(=O)CSc1nnc(-c2cnccn2)n1-c1ccccc1	-15	15	-3	-11	9	1	-1.7	0	3	-2
Cc1nc(N)nc(N(C)c2ccccc2)c1Br	-3	3	-15	-7	3	-5	0.7	-18	-3	3
O=C(NCc1ccc(Cl)s1)C1CCC(=O)N(CCc2ccccn2)C1 (configuration not stated)	-5	5	-1	5	-5	-6	-1.9	-9	-12	4
Cc1ccc(-n2nc(C)c3c2NC2=C(C(=O)CC(C)(C)C2)C3c2ccccc2OCC(=O)O)cc1 (configuration not stated)	8	-8	-6	-1	-3	-6	-0.9	-1	-7	2
CCC(Sc1nc2cc3c(cc2c(=O)n1Cc1ccco1)OCO3)C(=O)Nc1cccc(OC)c1 (configuration not stated)	37	-37	-5	nt	-1	-14	-1.5	-11	-1	-2
CC(=O)c1cccc(CN2CCCC(N3CCN(c4ccccc4F)CC3)C2)c1 (configuration not stated)	15	-15	37	-1	-2	-2	1.5	5	-1	-7
O=C(CCC(=O)OCC(=O)c1ccc(Cl)cc1Cl)Nc1cccc2cccnc12	-5	5	1	-2	-6	6	0.1	-13	-6	-7
OC1CCN(c2c3c(nc4cc(-c5ccc(F)cc5)nn24)CCC3)CC1	38	-38	-1	2	3	2	1.7	-8	-9	-1
Cc1cccc(S(=O)Cc2ccc(C(=O)N3CCN(C(=O)c4ccco4)CC3)o2)c1 (configuration not stated)	-23	23	0	-2	-1	-1	-3.7	-6	-4	0
CCOc1cc(/C=N/NC(=O)c2cc(-c3ccccc3)nc3ccccc23)ccc1O	29	-29	-11	2	1	-2	-0.3	-11	-8	-2
Cc1ccc(NC2CCCN(C(=O)CCc3ccncc3)C2)cc1C (configuration not stated)	5	-5	-4	-2	-1	-9	-0.5	-7	-1	-4
COc1ccc(S(=O)(=O)N(C)c2ccc(C(=O)Nc3ccccc3C(=O)N3CCOCC3)cc2)cc1OC	10	-10	-3	1	-1	-3	-1.1	-20	-8	1
CCc1ccc(OCC(=O)NNC(=O)C2CCN(c3ncnc4sc(C)c(C)c34)CC2)cc1	52	-52	-1	-2	-11	-7	-0.9	-5	7	-11
CCOCC(=O)Nc1nnc(SCCOC)s1	-11	11	-9	0	1	nt	-0.5	-6	5	-1

Additional entries.
SMILES	SR-BI DiI inh	SR-BI uptake up	Rtt109 HAT inh	Wnt bcat act	RTF Ca sens act	MITF TRPM1 HTS	CDK5 inh	PvdQ acylase	dFosB activator	HTR5A ag
COc1cc2c(cc1NC(=O)CSc1ccc(Cl)cc1)oc1ccccc12	nt	nt	-3	nt	-6	-6	-1.5	4	-3	0
O=C(CN1C(=O)c2ccccc2C1=O)NNC1=NS(=O)(=O)c2ccccc21	-9	9	2	-1	6	10	-0.5	-5	2	-2
COc1ccc(C(=O)NNC(=O)COC(=O)c2sccc2C)cc1	-4	4	5	1	-3	nt	-1.1	4	1	-6
Cc1ccc(Nc2nnc(C(C)(C)C)c(=O)n2N)cc1	2	-2	-4	nt	-4	10	nt	0	4	3
